USP1-UAF1 inh = USP1/UAF1 (human) deubiquitinase inhibition | recombinant USP1/UAF1, Ub-Rhodamine cleavage fluorescence | Potency, µM (series often up to 57.1 µM), for inactives: at the top dose activity change, negative = inhibition, hits mostly inhibitors | hit rate 0.23% among 390,000 | AID 743255; further: potency means the concentration at half of the fitted maximal effect; on the % scale 0 is the no-effect control and ±100 the full control effect; nearly all actives have a fitted effect of over 60% in size; inactives centre near -12
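USP1/UAF1 complex (1 nM) preincubated 15 min at room temperature with compound, then Ub-Rho substrate (150 nM final) added. Kinetic fluorescence at 480/540 nm over 6 reads at 60 s intervals; 50 mM HEPES pH 7.8, 0.5 mM EDTA, 0.1 mg/ml BSA, 1 mM TCEP, 0.01% Tween-20.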
D2 antag = D2 dopamine receptor (human) antagonism; P14416; HEK293 TREx D2 cells, calcium flux, dopamine EC80; inhibition, % at 10 µM; hit rate 2% among 340,000; AID 485344; in the data active means inhibition above about 30%; further: 0% is about no effect
Target sequence (P14416 whole entry, looked up): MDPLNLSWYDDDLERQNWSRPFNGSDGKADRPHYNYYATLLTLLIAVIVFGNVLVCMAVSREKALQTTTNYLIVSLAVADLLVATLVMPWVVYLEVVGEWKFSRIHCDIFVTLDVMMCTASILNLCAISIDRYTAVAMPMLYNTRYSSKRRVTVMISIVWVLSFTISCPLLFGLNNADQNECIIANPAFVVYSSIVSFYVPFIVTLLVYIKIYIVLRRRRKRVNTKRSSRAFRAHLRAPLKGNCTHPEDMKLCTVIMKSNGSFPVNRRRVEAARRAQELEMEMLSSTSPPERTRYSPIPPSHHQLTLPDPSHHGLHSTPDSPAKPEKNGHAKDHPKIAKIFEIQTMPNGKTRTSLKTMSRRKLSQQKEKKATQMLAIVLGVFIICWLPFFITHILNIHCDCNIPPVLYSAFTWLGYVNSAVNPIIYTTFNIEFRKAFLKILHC
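Calcium flux kinetic readout in an inducible HEK293 TREx D2 line plated overnight at 30 C. After 180 s compound exposure, an EC80 dopamine challenge follows with another 180 s kinetic read to detect antagonism.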
D2 ag = activates the human D2 dopamine receptor; activation, % at 2 µM; P14416; HEK293 T-REx D2 cells, calcium flux agonist mode; hit rate 0.53% among 340,000;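 active means activation over 3 SD above normal in the single-dose calcium agonist read, cut at about 30% in these data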; further: 0% is about no effect
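Tetracycline-induced HEK293 T-REx cells with force-coupled D2 receptor, plated overnight at 30 C, loaded with no-wash calcium dye. After a 10 s baseline, compound was pin-added and calcium flux read kinetically for 180 s; calcium rises flagged agonists.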
TrxR1 inh = blocks rat thioredoxin reductase 1; Potency, µM (highest dose often 114 µM), for inactives: top-dose activity change, negative = inhibition, most hits filed as inhibitors; O89049; hit rate 1% among 390,000; recombinant rTrxR1, NADPH fluorescence consumption, selenite substrate; AID 588453; further: potency means the concentration at half of the fitted maximal effect; on the % scale 0 is the no-effect control and ±100 the full control effect; nearly all actives have a fitted effect of over 65% in size
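Rat TrxR1 (90 nM in the dispensed reagent) was pre-reduced with 400 uM NADPH for 5 min at room temperature, then incubated with compound for 15 min. After 400 uM selenite was added, NADPH fluorescence (Ex 340/Em 450 nm) was followed for 8 min.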
TRHR agonist = TRH receptor (human) agonism | TRHR cells, calcium flux fluo-8, FDSS agonist mode | activation, % at 2 µM | hit rate 0.18% among 360,000 | AID 493084; in the data active means activation above about 30%; further: 0% is about no effect
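TRHR-expressing cells loaded with fluo-8 calcium dye; 23 nL library compound pin-transferred, kinetic FDSS fluorescence (Ex 480/Em 530) recorded about 180 s for agonist-induced calcium release, before a 10 nM TRH EC20 addition for potentiator mode.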
TrxR1 substrate = substrates of rat thioredoxin reductase 1; O89049; purified TrxR1 substrate turnover, NADPH consumption readout; Potency, µM (top dose mostly 114 µM), inactives show top-dose activity change, negative = substrate turnover; hit rate 0.01% among 390,000; AID 588456; further: potency means the concentration at half of the fitted maximal effect; on the % scale 0 is the no-effect control and ±100 the full control effect; nearly all actives have a fitted effect of over 50% in size
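Rat TrxR1, dispensed at 90 nM, was prereduced with 400 uM NADPH (final) for 5 min at ~22 deg C, then incubated with compound 15 min before 400 uM selenite. A first-read NADPH fluorescence drop versus no-compound background flagged substrates.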
TRHR enhancer = TRH receptor (human) allosteric enhancement | TRHR cells, fluo-8 calcium fluorescence, EC20 TRH enhancement | enhancement, % at 2 µM | hit rate 0.66% among 360,000; in the data active means enhancement above about 30%; further: 0% is about no effect
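TRHR-expressing cells loaded with fluo-8 calcium dye were read kinetically (ex 480/em 530) during compound addition, then stimulated with an EC20 of TRH (10 nM final). Enhancement of the Gq-mediated intracellular calcium response was scored.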
mIDH1 inhibitor = blocks human mutant IDH1 R132H enzyme; O75874; IDH1-R132H enzyme, NADPH consumption, diaphorase/resazurin fluorescence; Potency, µM (doses to about 76.6 µM), without a hit: at the top dose activity change, negative = inhibition, usual class: inhibitors; hit rate 0.093% among 390,000; AID 602179; further: potency means the concentration at half of the fitted maximal effect; on the % scale 0 is the no-effect control and ±100 the full control effect; nearly all actives have a fitted effect of over 65% in size
Target sequence (O75874 whole entry R132H, stated change not applied): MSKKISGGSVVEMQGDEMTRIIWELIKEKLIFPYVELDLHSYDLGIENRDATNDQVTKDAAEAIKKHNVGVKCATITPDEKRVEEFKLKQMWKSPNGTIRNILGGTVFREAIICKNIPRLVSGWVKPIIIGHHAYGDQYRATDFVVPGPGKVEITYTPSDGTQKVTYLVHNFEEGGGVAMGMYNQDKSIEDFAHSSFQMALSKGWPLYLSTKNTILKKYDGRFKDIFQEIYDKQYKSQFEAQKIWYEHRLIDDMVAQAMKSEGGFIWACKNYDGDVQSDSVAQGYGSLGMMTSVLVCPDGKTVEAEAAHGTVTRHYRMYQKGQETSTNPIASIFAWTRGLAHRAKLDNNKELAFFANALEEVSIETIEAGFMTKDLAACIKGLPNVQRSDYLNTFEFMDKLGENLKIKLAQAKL
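IDH1-R132H (0.5 ug/mL dispensed) in pH 7.5 Tris buffer was preincubated 30 min with compound, then given a substrate mix of 0.016 mM NADPH and 2 mM alpha-KG for 80 min at room temperature; remaining NADPH was read by diaphorase/resazurin fluorescence.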
Pin1 inh = inhibitors of human Pin1. Pin1 FP peptide displacement, HiFluor488, 10 min. AID 504891. hit rate 0.009% among 390,000. Potency, µM (top dose mostly 115 µM), for inactives: top-dose activity, negative = inhibition, hits mostly inhibitors. Q13526; active means well fitted inhibition curve with a large enough effect in the polarisation, with a control signal flat, not every such curve was filed as active; inconclusive means small, poorly fitted or top-dose-only effect, or effect the other way, or a change in a side signal; inactive means no such curve, though single readings can be large or run the other way; the % refers to the polarisation; further: potency means the concentration at half of the fitted maximal effect; on the % scale 0 is the no-effect control and ±100 the full control effect
Target sequence (Q13526 whole entry, looked up): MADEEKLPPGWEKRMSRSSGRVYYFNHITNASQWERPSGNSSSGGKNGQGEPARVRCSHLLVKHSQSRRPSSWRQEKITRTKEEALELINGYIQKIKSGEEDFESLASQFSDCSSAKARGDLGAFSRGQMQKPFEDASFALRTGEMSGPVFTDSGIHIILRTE
* = called active by the depositor; [ ] = another dose, or the depositor's remark. Unless noted, the call rests on the fitted dose curve; in most records, active means well fitted inhibition curve with a large enough effect; inconclusive means small, poorly fitted or top-dose-only effect; inactive means no such curve, though single readings can be large or run the other way.

For CCOc1cc(S(=O)(=O)NC2CC(C)(C)NC(C)(C)C2)ccc1Cl the results were USP1-UAF1 inh -2.5%, D2 antag -12.1, D2 ag -1.1, TrxR1 inh 20.2%, TRHR agonist -0.5, TrxR1 substrate 1.5%, TRHR enhancer -3.2, mIDH1 inhibitor -1.9% and Pin1 inh -1.4%.
CC1=CC(=C2C(=O)c3ccccc3C2=O)C=C(C)N1C was read as USP1-UAF1 inh -4.9%, D2 antag 13.9, D2 ag -0.1, TrxR1 inh -27.5%[57.1 µM], TRHR agonist 1.2, TrxR1 substrate -13.2%[57.1 µM], TRHR enhancer -3.0, mIDH1 inhibitor 5.0% and Pin1 inh inconclusive.
`O=C(COc1ccc(C(=O)c2ccccc2)cc1)NC1CCCCC1` gave USP1-UAF1 inh -5.5%, D2 antag -1.7, D2 ag -1.5, TrxR1 inh 5.5%, TRHR agonist 0.4, TrxR1 substrate -2.6%, TRHR enhancer -2.4, mIDH1 inhibitor 3.2% and Pin1 inh -5.5%.
COc1ccc(NC(=O)COC(=O)COc2cccc(Br)c2)cc1OC was read as USP1-UAF1 inh inconclusive, D2 antag -12.0, D2 ag -1.7, TrxR1 inh 14.8%[57.1 µM], TRHR agonist -0.8, TrxR1 substrate -0.8%[57.1 µM], TRHR enhancer -1.5, mIDH1 inhibitor -3.8% and Pin1 inh -1.4%.
CCCCNC(=S)NC(=O)c1ccc(Cl)cc1Cl was read as USP1-UAF1 inh -2.6%, D2 antag 7.5, D2 ag 0.4, TrxR1 inh -9.4%, TRHR agonist 1.2, TrxR1 substrate -12.1%, TRHR enhancer -9.3, mIDH1 inhibitor -2.6% and Pin1 inh -0.1%.
`COc1ccc(N2CCN(C(=O)C3Cc4ccccc4CN3C(=O)c3ccco3)CC2)cc1` (stereo not given) gave USP1-UAF1 inh -0.2%, D2 antag -14.5, D2 ag -0.1, TrxR1 inh -15.9%, TRHR agonist -0.4, TrxR1 substrate -5.3%, TRHR enhancer -0.5, mIDH1 inhibitor -2.5% and Pin1 inh 0.4%.
For O=[N+]([O-])c1cccc(COc2cccc(CN3CCCCC3)c2)c1 the results were USP1-UAF1 inh -17.8%, TrxR1 inh 22.2%, TrxR1 substrate 2.0%, mIDH1 inhibitor -7.0%[38.3 µM] and Pin1 inh -5.4%.
`CS(=O)(=O)c1cccc(C(=O)OCC(=O)c2ccc3c(c2)OCCO3)c1` gave USP1-UAF1 inh -0.6%, D2 antag 3.2, D2 ag -0.3, TrxR1 inh 2.8%, TRHR agonist -1.0, TrxR1 substrate 0.1%, TRHR enhancer 10.0, mIDH1 inhibitor 2.2% and Pin1 inh 1.5%.
Cc1ccc2[nH]c(CSc3nnc(COc4ccccc4C)n3C)cc(=O)c2c1 was read as USP1-UAF1 inh 10.5%, D2 ag -0.2, TrxR1 inh 9.5%[57.1 µM], TRHR agonist -0.5, TrxR1 substrate 3.9%[57.1 µM], TRHR enhancer 3.4, mIDH1 inhibitor -5.8% and Pin1 inh 3.7%.
Screening CCCn1c(C2CCCN2c2nc(-c3ccc(C)cc3)cs2)nc2cc(Cl)c(N3CCCCC3)cc21 (stereo not given) returned USP1-UAF1 inh -30.3%, D2 antag 21.3, D2 ag -4.1, TrxR1 inh 14.4%[57.1 µM], TRHR agonist -0.2, TrxR1 substrate -12.3%, TRHR enhancer 4.0, mIDH1 inhibitor 9.9% and Pin1 inh 17.8%.
`Cc1cc2[nH]c3c(c[n+](C)c4ccccc34)c2cc1C` gave USP1-UAF1 inh -21.8%, D2 antag 8.0, D2 ag 2.5, TrxR1 inh -2.1%, TRHR agonist 1.8, TrxR1 substrate -0.9%, TRHR enhancer -9.9, mIDH1 inhibitor 0.0% and Pin1 inh 14.4%.
COC(=O)C1=CN(Cc2ccc(F)cc2)C=C(C(=O)OC)C1c1cc(OC)c(OC)c(OC)c1 was read as USP1-UAF1 inh inconclusive, D2 antag 9.5, D2 ag -0.5, TrxR1 inh 12.7%, TRHR agonist -0.1, TrxR1 substrate 47.4%[activator], TRHR enhancer -1.3, mIDH1 inhibitor -1.3% and Pin1 inh 7.2%.
Screening Cc1noc(C)c1S(=O)(=O)N(CCc1ccccc1)Cc1ccccc1 returned USP1-UAF1 inh -14.6%, D2 antag -4.7, D2 ag -0.6, TrxR1 inh 10.0%, TRHR agonist -0.1, TrxR1 substrate -4.7%[57.1 µM], TRHR enhancer -1.1, mIDH1 inhibitor -0.7% and Pin1 inh 3.5%.
COc1ccccc1OCC(=O)Nc1ccc(S(=O)(=O)Nc2cc(C)nc(C)n2)cc1 was read as USP1-UAF1 inh -10.5%, D2 antag 0.9, D2 ag 0.7, TrxR1 inh 24.5%[57.1 µM], TRHR agonist 0.4, TrxR1 substrate 8.8%[57.1 µM], TRHR enhancer -0.1, mIDH1 inhibitor -11.7% and Pin1 inh -0.6%.
For COc1ccc(/C=N/Nc2nc(C)cc(-c3ccccc3)n2)c(OC)c1 the results were USP1-UAF1 inh -5.7%, D2 antag 14.8, D2 ag 0.6, TrxR1 inh 18.8%[57.1 µM], TRHR agonist -1.5, TrxR1 substrate 3.4%[57.1 µM], TRHR enhancer -7.8, mIDH1 inhibitor -7.8% and Pin1 inh 2.9%.
For C=CCNC(=O)CC1C(=O)NCCN1Cc1ccc(-c2ccccc2)cc1 (stereo not given) the results were USP1-UAF1 inh -16.2%, D2 antag 1.4, D2 ag -0.3, TrxR1 inh -7.5%, TRHR agonist 0.3, TrxR1 substrate 1.0%, TRHR enhancer -0.1, mIDH1 inhibitor 3.1% and Pin1 inh -24.3%.
Screening CN(C)c1ccc2c3c(cccc13)C(=O)N(c1ccccc1)C2=O returned D2 antag 16.5, D2 ag 7.6, TRHR agonist 18.3 and TRHR enhancer -0.7.
`COc1ccc(C2(C(=O)Nc3ccc(S(N)(=O)=O)cc3)CCCC2)cc1` gave USP1-UAF1 inh 1.1%, D2 antag 0.1, D2 ag -0.1, TrxR1 inh 16.8%[57.1 µM], TRHR agonist 0.9, TrxR1 substrate 6.4%[57.1 µM], TRHR enhancer 2.5, mIDH1 inhibitor 22.4% and Pin1 inh -7.1%.
Screening CC12CCC(=O)N1C(C(=O)Nc1nc3ccc(F)cc3s1)CS2 (stereo not given) returned USP1-UAF1 inh -8.4%, D2 antag -31.3, D2 ag 0.7, TrxR1 inh -9.2%, TRHR agonist 0.1, TrxR1 substrate -12.0%, TRHR enhancer 6.7, mIDH1 inhibitor -14.6% and Pin1 inh -3.3%.
COc1cccc(-c2nc(S(=O)(=O)c3ccccc3)c(NCc3ccccc3)o2)c1 was read as USP1-UAF1 inh inconclusive, D2 ag -1.1, TrxR1 inh 45.6%[activator], TRHR agonist 0.3, TrxR1 substrate 26.0%, TRHR enhancer 4.7 and Pin1 inh 0.3%.
CC(O)[C@H]1CNC(=O)C(=O)N1CCc1cccc2ccccc12 (stereo not given in full) was read as USP1-UAF1 inh inconclusive, D2 antag 1.3, D2 ag 1.0, TrxR1 inh 15.2%[57.1 µM], TRHR agonist 0.3, TrxR1 substrate 4.3%[57.1 µM], TRHR enhancer 6.1, mIDH1 inhibitor -2.4% and Pin1 inh -0.2%.
For COc1ccc(C(=O)CSc2nnc(-c3ccoc3C)n2CC2CCCO2)cc1 (stereo not given) the results were USP1-UAF1 inh -9.1%, TrxR1 inh inconclusive, TRHR agonist 0.0, TrxR1 substrate 3.2%, TRHR enhancer 10.4, mIDH1 inhibitor 4.5% and Pin1 inh 5.4%.
Screening COc1ccc(Cl)cc1NC(=O)CN(C)CC(=O)N1CC(=O)Nc2ccccc21 returned USP1-UAF1 inh -26.6%, D2 antag 3.7, D2 ag -0.7, TrxR1 inh 5.4%, TRHR agonist -0.5, TrxR1 substrate 1.5%, TRHR enhancer -3.1, mIDH1 inhibitor 9.9% and Pin1 inh -9.6%.
`Cc1cc(OCC(=O)NNC(=O)c2cccnc2)cc(C)c1Cl` gave USP1-UAF1 inh -16.2%, D2 antag 4.7, D2 ag -0.1, TrxR1 inh 38.2%[activator], TRHR agonist 0.1, TrxR1 substrate 12.7%, TRHR enhancer 1.6, mIDH1 inhibitor 0.0% and Pin1 inh -15.0%.
`Cc1cc(Nc2c(C)n(C)n(-c3ccccc3)c2=O)c2ccccc2n1` gave USP1-UAF1 inh inconclusive, D2 antag -0.9, D2 ag 0.9, TrxR1 inh 17.1%[57.1 µM], TRHR agonist 0.4, TrxR1 substrate 6.8%[57.1 µM], TRHR enhancer 3.0, mIDH1 inhibitor 22.0% and Pin1 inh -4.5%.
Oc1ccc(F)c2cccnc12 was read as USP1-UAF1 inh -13.2%, D2 antag 5.9, D2 ag -0.7, TrxR1 inh 25.9%[57.1 µM], TRHR agonist 0.1, TrxR1 substrate -10.9%[57.1 µM], TRHR enhancer -2.5, mIDH1 inhibitor 15.6% and Pin1 inh -8.3%.
Screening O=C(O)CCc1nc(-c2ccccc2)c(-c2ccccc2)o1 returned D2 antag 20.7, D2 ag -2.3, TrxR1 inh 16.5%[57.1 µM], TRHR agonist 0.0, TrxR1 substrate 16.1%[57.1 µM] and TRHR enhancer -2.1.
`CNCc1c(OCc2ccccc2)ccc2ccccc12` gave USP1-UAF1 inh -15.5%, D2 antag 79.2*, D2 ag 0.4, TrxR1 inh -3.6%, TRHR agonist 0.7, TrxR1 substrate 3.8%, TRHR enhancer 3.0, mIDH1 inhibitor 6.2% and Pin1 inh -0.3%.
Cc1ccc(NC(c2nnc(-c3ccccc3)o2)c2ccccc2F)c(Cl)c1 (stereo not given) was read as USP1-UAF1 inh -14.3%, D2 ag 0.8, TrxR1 inh 13.8%, TRHR agonist 1.1, TrxR1 substrate -4.3%, TRHR enhancer -1.7, mIDH1 inhibitor -18.2% and Pin1 inh 3.2%.

Bioassay records from PubChem.

Only part of the results is shown; count on the stated rates, not on these rows.
